# Screens (PubChem BioAssay)
# ERa SRC1 inh: ERα–SRC-1 coactivator interaction inhibitors, primary screen, biochemical, TR-FRET, ERα LBD, estradiol-bound | Estrogen receptor (Homo sapiens), P03372 | TR-FRET ER-alpha LBD / SRC-1 peptide | inhibition, % at 25.6 µM | 86,000 compounds, 1.7% hits; in the data active = inhibition above about 50%;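 also: 0% = receptor plus peptide control and 100% = peptide only without receptor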
# Rev-RRE block: HIV-1 Rev-RRE binding inhibitors, primary screen, biochemical, FRET, protein-RNA interaction | inhibition, % at 8 µM | 97,000 compounds, 0.79% hits | Rev peptide-RRE RNA binding | P05866;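 active = inhibition above the screen-wide mean plus 3 SD, cut at about 35% in these data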;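 also: 0% = median DMSO wells and 100% = median Neomycin B control wells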
# Target sequence (P05866 whole entry, looked up): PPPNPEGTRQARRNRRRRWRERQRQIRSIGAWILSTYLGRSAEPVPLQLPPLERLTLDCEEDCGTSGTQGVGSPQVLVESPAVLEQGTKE
#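 System: Cy5-labelled duplex RRE RNA binding fluorescein-labelled HIV Rev peptide; Signal: fluorescein-to-Cy5 FRET, 480 nm excitation; Also added: labelled Rev peptide; Compound: one concentration, 8 µM nominal; Buffer or medium: HEPES pH 7.5 salt buffer with EDTA; Read-out: % inhibition of FRET ratio versus controls; Schedule: 5 min preincubation and 15 min binding, 25 °C.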
# FAK inh: FAK kinase inhibitors, primary screen, biochemical; biochemical FAK kinase activity assay; inhibition, %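 (tested at 7 µM)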; 97,000 compounds, 0.84% hits; in the data active = inhibition above about 19%;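 also: 0% = DMSO and 100% = reference compound high control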
# PLK1 PBD inh: Plk1 polo box domain binding inhibitors, primary screen, biochemical, fluorescence polarization. inhibition, %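 (tested at about 20 µM)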. AID 693, 2007. Plk1 PBD phosphopeptide binding. Serine/threonine-protein kinase PLK1 (Homo sapiens), P53350. 97,000 compounds, 0.13% hits; in the data active = inhibition above about 34%, passing the limit was not always enough
# Target sequence (P53350 whole entry, looked up, the tested form may be a part): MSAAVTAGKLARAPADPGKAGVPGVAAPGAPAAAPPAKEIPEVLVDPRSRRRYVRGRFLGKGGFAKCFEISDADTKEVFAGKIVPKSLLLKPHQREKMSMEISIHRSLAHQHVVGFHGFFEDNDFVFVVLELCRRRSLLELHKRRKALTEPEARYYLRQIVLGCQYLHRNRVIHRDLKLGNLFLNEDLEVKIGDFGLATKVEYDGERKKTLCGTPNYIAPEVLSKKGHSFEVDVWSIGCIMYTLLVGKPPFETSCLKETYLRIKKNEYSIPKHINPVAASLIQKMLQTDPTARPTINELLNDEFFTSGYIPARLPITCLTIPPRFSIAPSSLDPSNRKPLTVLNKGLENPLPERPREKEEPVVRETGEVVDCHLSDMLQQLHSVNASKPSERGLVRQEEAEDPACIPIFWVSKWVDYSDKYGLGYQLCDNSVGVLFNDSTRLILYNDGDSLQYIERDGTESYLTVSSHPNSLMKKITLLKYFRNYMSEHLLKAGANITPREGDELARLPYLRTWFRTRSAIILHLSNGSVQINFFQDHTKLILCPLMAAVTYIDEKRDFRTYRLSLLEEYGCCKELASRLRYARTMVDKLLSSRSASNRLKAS
# ERa SRC1 pot: enhancers of ERα–SRC-1 coactivator binding, primary screen, biochemical, TR-FRET, ERα LBD, low estradiol; 86,000 compounds, 1.3% hits; coactivator binding (% of control), % at 25.6 µM; TR-FRET ERalpha-LBD/SRC-Cy5 coactivator binding, 2 h; 100 = basal binding, no effect; Estrogen receptor (Homo sapiens), P03372; AID 639, 2007; in the data active = activity above about 200%;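 also: binding measured in presence of low estradiol as agonist stimulus; 0% = peptide alone without receptor and 100% = receptor with peptide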
# PLK1 inh: human PLK1 kinase inhibitors, primary screen, biochemical, TR-FRET; recombinant PLK1 kinase, TR-FRET peptide phosphorylation; inhibition, % at 10 µM; 97,000 compounds, 0.53% hits; AID 619, 2007;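 active = inhibition of 50% or more in the single-concentration screen; inactive = inhibition below 50%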;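 also: 0% = DMSO max control and 100% = H-89 dihydrochloride min control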
# Mac1 fbg inh: inhibitors of CD11b/CD18 adhesion to fibrinogen, primary screen, K562 cells, luminescence; inhibition, % at 10 µM; 93,000 compounds, 0.54% hits; Integrin beta-2 (Homo sapiens) + Integrin alpha-M (Homo sapiens), P05107+P11215; ATPlite luminescence; Mn2+ added to activate the integrin;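 active = primary inhibition of 50% or more at 10 µM, then 40% or more on retest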; also: some results filed as inactive read as strong as hits
# Mac1 fbg enh: enhancers of CD11b/CD18 adhesion to fibrinogen, primary screen, K562 cells, luminescence; Integrin beta-2 (Homo sapiens) + Integrin alpha-M (Homo sapiens), P05107+P11215; activation, % at 10 µM; AID 1499, 2009; ATPlite luminescence; 93,000 compounds, 0.07% hits;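 active = 10 µM primary screen giving 50% or more activity, confirmed by 40% or more on retest at that dose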; also: strong numbers were not always called active
# ERb SRC1 inh: inhibitors of ERβ-SRC1 coactivator interaction, primary screen, biochemical, TR-FRET, ERβ LBD, SRC-1 peptide. Estrogen receptor beta (Homo sapiens), Q92731. TR-FRET ER-beta LBD / SRC1-Cy5 peptide binding; receptor agonist-loaded with 1 µM estradiol. inhibition, % at 25.6 µM. 86,000 compounds, 1.3% hits;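 active = compounds whose percent inhibition of the receptor-coactivator binding signal exceeds about 50% in the single-dose screen, limit read from the data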;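 also: 0% = receptor plus peptide wells without compound and 100% = peptide-only wells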
# * hit, by the source's call; · = no result given; [ ] = remark or other dose.
# Start of the data: the first 2 entries, ahead of the listing:
SMILES,ERa SRC1 inh,Rev-RRE block,FAK inh,PLK1 PBD inh,ERa SRC1 pot,PLK1 inh,Mac1 fbg inh,Mac1 fbg enh,ERb SRC1 inh
CC(C)(C)n1ncc2c(=O)n(CC(=O)Nc3ccc4c(c3)OCCO4)cnc21,-13.1,1.5,3.8,-16.4,123.0,3.9,-5.9,-2.6,-7.8
Cc1ccc(S(=O)(=O)C2(C(=O)NC3CCCC3)CC2)cc1,0.8,-0.9,-1.1,12.3,108.1,-14.2,-17.2,6.5,12.8

# The listing (from the top)
SMILES,ERa SRC1 inh,Rev-RRE block,FAK inh,PLK1 PBD inh,ERa SRC1 pot,PLK1 inh,Mac1 fbg inh,Mac1 fbg enh,ERb SRC1 inh
CC(C)(C)n1ncc2c(=O)n(CC(=O)Nc3ccc4c(c3)OCCO4)cnc21,-13.1,1.5,3.8,-16.4,123.0,3.9,-5.9,-2.6,-7.8
Cc1ccc(S(=O)(=O)C2(C(=O)NC3CCCC3)CC2)cc1,0.8,-0.9,-1.1,12.3,108.1,-14.2,-17.2,6.5,12.8
C/C(N)=C(/C#N)C(=O)CSc1nnnn1-c1ccccc1,84.7*[fluorescence artefact?],2.6,2.1,29.7,6.9[fluorescence artefact?],-1.4,-21.7,-2.2,89.7*[fluorescence artefact?]
S=C1NCCOCCOCCOCCNC(=S)NCCOCCOCCOCCN1,-12.3,1.8,1.4,-8.9,119.5,-7.9,·,·,-3.9
Nc1c(NCCN2CCOCC2)c2ccccc2oc1=O,4.6[fluorescence artefact?],0.8,1.3,-9.1,106.8,-3.3,12.7,-0.7,-2.2[fluorescence artefact?]
CCSc1nc2sc3c(c2c(=O)n1CC)CC(C)(C)OC3,·,7.8,-6.1,-16.8,·,-14.2,-11.2,7.1,·
Cc1cc(=O)oc2cc(OCC(O)CN3CCN(c4ccc(F)cc4)CC3)ccc12 (stereo not drawn),-10.7,·,·,·,107.4,·,-8.5,0.2,-7.9
Cc1ccc(/C=C/C(O)=C2/C(=O)N(C)C3(C)CC2c2ccccc2O3)cc1 (stereo not drawn),·,7.8,-8.1,-0.7,·,-10.8,-3.9,2.7,·
CCOC(=O)C1CCN(c2nc3cc(OC)ccc3cc2C#N)CC1,6.9,20.2,19.2*,-2.0,111.6,-2.3,10.0,3.7,-6.3
CS(=O)(=O)Nc1ccc(C(=O)NCCSCc2ccco2)cc1,10.3,0.3,1.0,5.7,119.2[fluorescence artefact?],-7.6,-3.8,2.3,5.3
Cc1ccccc1CN1C2=NCCN2c2ccccc21,-25.9,-5.2,-4.2,-5.9,119.5,-1.5,-11.6,0.0,1.6
CNC(=O)c1csc(-c2ccncc2)n1,·,5.3,-11.7,1.3,·,-0.3,-7.8,1.6,·
C/C(=N\OCC(=O)N/N=C/c1ccccc1)c1cccs1,4.0[fluorescence artefact?],3.3,0.9,-1.9,101.1,-2.3,-20.1,-4.6,0.9[fluorescence artefact?]
CCOc1cc(CO)ccc1OCC(=O)N1CCCCC1,0.1,1.5,-3.9,-2.1,106.5,-3.4,-15.5,-1.5,-8.0
O=C(c1noc2c1CCCC2)N1CCN(c2ccccc2)CC1,-7.5,·,·,·,121.4,·,-6.0,-0.6,-11.2

# Reprinted at random: 3 entries already listed.
SMILES,ERa SRC1 inh,Rev-RRE block,FAK inh,PLK1 PBD inh,ERa SRC1 pot,PLK1 inh,Mac1 fbg inh,Mac1 fbg enh,ERb SRC1 inh
Cc1ccccc1CN1C2=NCCN2c2ccccc21,-25.9,-5.2,-4.2,-5.9,119.5,-1.5,-11.6,0.0,1.6
Cc1ccc(S(=O)(=O)C2(C(=O)NC3CCCC3)CC2)cc1,0.8,-0.9,-1.1,12.3,108.1,-14.2,-17.2,6.5,12.8
CCOc1cc(CO)ccc1OCC(=O)N1CCCCC1,0.1,1.5,-3.9,-2.1,106.5,-3.4,-15.5,-1.5,-8.0

# Additional records follow:
SMILES,ERa SRC1 inh,Rev-RRE block,FAK inh,PLK1 PBD inh,ERa SRC1 pot,PLK1 inh,Mac1 fbg inh,Mac1 fbg enh,ERb SRC1 inh
O=C(COc1ccc2c(c1)OCO2)NC12CC3CC(CC(C3)C1)C2,3.2,20.5,4.3,-8.3,80.9[fluorescence artefact?],-3.9,-19.3,4.5,-0.1[fluorescence artefact?]
COc1ccccc1N1CCN(C(=O)c2ccncc2)CC1,0.8,9.8,3.6,-27.7,102.2,-11.7,-6.6,-4.1,3.6
CC(C)c1ccc(NC(=S)NCc2cccs2)cc1,6.4,-9.0,2.9,-4.0,109.5,-2.6,-6.7,-3.1,5.7[fluorescence artefact?]
CN(C)C(=O)Nc1ccc(F)cc1F,-26.6,13.7,-0.7,-7.1,120.2,-7.8,-7.3,3.0,-24.3
Cc1ccc(CN2C(=O)/C(=C3\SC(N4CCOCC4)=NC3=O)c3cc(Br)ccc32)cc1,24.1,·,·,·,10.7[fluorescence artefact?],·,-9.3,-0.8,12.9
CC(=O)CCC(=O)NCCc1ccccc1F,0.9,5.1,0.0,-31.3,123.3,-10.9,-4.1,-4.0,-1.4
COc1cccc(NC(=O)Nc2cccn(Cc3ccccc3)c2=O)c1,-6.2,9.6,-1.2,3.6,101.4,-3.2,·,·,-9.8
Cc1nnc(SCC(=O)Nc2nsc(-c3ccccc3)n2)s1,3.7,6.5,-1.6,5.8,99.7,12.8,5.8,-3.5,8.7
Cc1cc2c(cc1C)C(=O)NC(C)(C)C2,-1.4,9.3,-0.2,-4.0,97.2[fluorescence artefact?],-1.1,-11.7,2.2,-6.5
CCN(CC)CCN1C(=O)C(=O)/C(=C(/O)c2ccc(C)cc2)C1c1ccncc1 (stereo not drawn),-5.8,9.3,-1.5,-1.0,124.5,-9.8,-42.5,6.4,-1.4[fluorescence artefact?]
CCn1cc(C(=O)OCC(=O)Nc2c(C)n(C)n(-c3ccccc3)c2=O)c(=O)c2ccc(C)nc21,-0.8,-1.2,3.9,-2.8,106.7,-6.7,1.0,-2.6,1.8
CSc1nc(C)c(C(=O)Nc2ccccc2)c(C)c1C#N,-4.7,0.7,-1.4,2.9,91.4,-1.0,·,·,-3.5
COc1ccc2nc(NC(=O)c3cccc(OCc4c(C)noc4C)c3)sc2c1,2.5,·,·,·,129.5,·,34.5,0.4,7.4
CCOC(=O)c1cccnc1SC(CC)C(=O)N1CCOCC1 (stereo not drawn),-39.7,-2.4,-9.9,-6.3,105.6,-16.6,-17.4,-1.5,-19.7
CCOC(=O)c1ccc(NC(=O)CSc2nnc(C3CC3)n2CC)cc1,3.6,1.6,-0.8,-0.4,106.8,-8.2,·,·,-3.3
Cn1c(=O)c2c(nc(CN3CCN(c4ccccc4F)CC3)n2CCCc2ccccc2)n(C)c1=O,-16.5,6.2,-0.4,12.6,91.3,-0.2,·,·,-24.2[fluorescence artefact?]
Cc1cccc(NC(=S)N2CCC(c3nc4ccccc4s3)CC2)c1,·,-0.9,0.3,-6.1,·,-8.2,·,·,·
COC(=O)c1ccccc1NC(=O)c1cc(OC)cc(OC)c1,-7.9,9.0,1.6,17.7,95.6,-6.2,-29.3,0.7,-11.9
CC(=O)N(CCP(=O)(c1ccccc1)c1ccccc1)Cc1ccco1,0.1,-2.2,-0.1,21.7,113.8,4.9,-2.6,1.8,5.2[fluorescence artefact?]
CCc1nnc(NS(=O)(=O)c2ccc(NS(=O)(=O)c3ccc(NC(C)=O)cc3)cc2)s1,·,3.5,-0.6,-21.2,·,-8.5,0.6,-0.2,·
O=C(Nc1ccc(Br)cc1)c1ccc(CSC2=NCCS2)cc1,·,1.9,-3.5,-21.5,·,-2.9,-3.8,1.9,·
COC(=O)CSC1=C(C#N)C(c2ccc3c(c2)OCO3)C2=C(CCCC2=O)N1 (stereo not drawn),2.2,-4.4,-0.3,-12.0,78.5,7.0,1.7,-3.4,-0.6
CCOc1ccc(-n2c(Cc3cc(=O)[nH]c(=O)[nH]3)nnc2SC(C)C(=O)OC)cc1 (stereo not drawn),-5.1,1.3,-0.2,-15.0,104.9,-6.0,-6.1,-0.7,-6.2
Cn1c(=O)c(C(=O)CN2CCCc3ccccc32)c(N)n(Cc2ccccc2)c1=O,-13.7[fluorescence artefact?],·,·,·,85.2,·,7.9,-3.1,-3.7
Oc1ccccc1C(=S)N1CCCCCC1,6.7,1.9,3.3,10.9,113.8,-14.6,1.7,-2.6,-4.5
Cn1nc(C(F)(F)F)c(C(=O)Nc2ccc(F)cc2F)c1Sc1ccc(C(F)(F)F)cc1,·,15.3,-2.6,-44.1,·,-3.0,·,·,·
O=C(COC(=O)c1ccc(S(=O)(=O)NCc2ccco2)cc1)NCC1CCCCC1,·,12.6,-0.2,34.2,·,-7.9,4.1,-2.4,·
CN(C1CCCCC1)S(=O)(=O)c1ccc(S(=O)(=O)N2CCCC2)cc1,1.8,8.9,1.4,1.2,114.8,-6.3,-15.1,1.0,4.6
O=C1c2oc3ccc(Cl)cc3c(=O)c2C(c2ccco2)N1CCN1CCOCC1 (stereo not drawn),·,4.7,2.9,-10.5,·,-11.8,·,·,·
COC(=O)C1C(=O)c2c(n[nH]c2C)CC1(C)C (stereo not drawn),-3.5,2.9,0.3,11.5,110.0,-20.6,-7.9,2.1,-10.9
COc1ccc(S(=O)(=O)Nc2cc(C)ccc2OC)cc1C,-30.7,12.7,1.4,9.0,89.2,-5.0,10.1,-3.2,-12.1[fluorescence artefact?]
CN(C)c1ccc(CNn2cnnc2)cc1,-5.9,4.2,0.9,-15.7,98.9,-8.6,0.2,-5.8,-3.0
COc1ccc(COC(=O)Nc2cc3c(C(F)(F)F)nn(C)c3s2)cc1,-2.5,16.4,3.1,7.5,94.0,-7.7,32.5,-0.2,-1.3
COCCNC(=O)c1nn(-c2cc(OC)cc(OC)c2)c(=O)c2ccccc12,-7.4,·,·,·,109.0,·,-20.1,-2.6,-6.5
Cc1nnc(Sc2nc3ccccc3o2)c2ccccc12,-10.8,3.7,-1.8,-4.9,97.6,-6.3,0.8,4.3,-1.0
Cc1ccc([N+](=O)[O-])cc1NC(=O)CN1CCC(C)CC1,·,3.5,4.9,-10.5,·,-9.9,9.8,11.2,·
Cc1ccc2nc(CSc3nnc(Cc4cccs4)n3C3CCCCC3)cc(=O)n2c1,10.3,2.3,5.3,-14.1,112.1,-13.7,-4.2,-1.2,9.1
Cc1sc(-c2ccccn2)nc1OC(=O)c1cccc(Cl)c1Cl,·,7.1,-5.8,26.0,·,-4.2,10.7,1.0,·
Cc1oc(C(=O)O)cc1COc1ccc2c3c(c(=O)oc2c1)CCC3,24.8,1.1,-1.2,27.2,67.2,-13.1,2.1,2.9,37.0
COC(=O)c1ccc(CSc2ncn[nH]2)o1,-7.5,6.8,-5.0,-23.2,106.6,8.4,2.9,-6.2,86.4*[fluorescence artefact?]
CCn1c(SCC(=O)Nc2ccccc2OC)nc2ccccc2c1=O,-3.8,9.8,0.0,14.5,104.5,-8.3,1.0,-2.8,-3.9
CC(C)(C)NC(=O)C(OC(=O)Cn1nnc(-c2ccc(F)cc2)n1)c1ccncc1 (stereo not drawn),0.1,5.3,1.5,8.2,93.9,-3.5,-6.8,-2.0,-14.1
